Source: PubChem BioAssay (Sanford-Burnham Center for Chemical Genomics)
H9c2 TAG inh: inhibitors of triacylglycerol accumulation, primary screen, cell-based, uHTS, fluorescence, H9c2; H9c2 cells, Nile Red lipid (TAG) fluorescence; cells loaded with 200 µM oleic acid; inhibition, % at 12.5 µM; 230,000 compounds, 0.66% hits;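 active = pattern-corrected inhibition of lipid staining of at least 50% with the nuclear-stain viability signal not falling by more than 50%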;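 note: 0% = DMSO wells and 100% = triacsin C control wells; some results filed as inactive read as strong as hits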
H9c2 TAG inh DAPI viability: recorded beside H9c2 TAG inh, whose call it bears; DAPI nuclei signal change (viability), lower = more cytotoxic, %;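 whole-well DAPI fluorescence read on a plate reader as a viability signal; minus 50 percent equals half of cells still viable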
An asterisk follows results filed as active.

SMILES	H9c2 TAG inh	H9c2 TAG inh DAPI viability
O=C(CSc1nnc(CNC(=O)c2ccccc2)o1)NCc1ccc2c(c1)OCO2	-6	-2
Cc1sc2ncnc(N3CCC(C)CC3)c2c1C	-4	-5
COCCNC(=O)Cn1cnc2c1c(=O)n(C)c(=O)n2C	10	-2
COc1ccc(-c2ccc(CCC(=O)O)n2NC(=O)c2ccc(O)cc2)cc1	-5	11
CC1CCN(C(=O)C2CCCN2S(=O)(=O)c2ccc(Cl)cc2)CC1 (stereo not drawn)	-9	-2
CC(C)(C)OC(=O)CNC(=O)c1[nH]cnc1C(=O)NCCCCCN	13	-14
Cc1ccc2nc(C)cc(C(=O)OCC(=O)c3ccc(Cl)c([N+](=O)[O-])c3)c2c1	-6	-3
CSC1=C(C#N)C(c2ccccc2C)C(C#N)=C(N)N1 (stereo not drawn)	55*	-24*
CCS(=O)(=O)N1CCN(Cc2ccc([N+](=O)[O-])cc2)CC1	4	0
Cc1ccc(S(=O)(=O)N2CCOCC2)cc1C(=O)OCC(=O)NC1CC1	-22	1
COc1cc(OC)c(C(=O)OCC(=O)Nc2ccc(S(=O)(=O)N3CCOCC3)cc2)cc1OC	-10	7
O=C(O)/C=C\C(=O)Nc1ccc(N2CCN(c3ccc(Cl)cc3)CC2)cc1	-4	9
CC1=C(C(=O)OC2CCCCC2)C(c2ccc(C)o2)C2=C(CC(C)(C)CC2=O)N1 (stereo not drawn)	0	-15
CCOC(=O)Cn1c(=O)c2c(nc3n2CCS3)n(C)c1=O	18	-8
COCCCNc1cc(C)nc2ccccc12	-11	1
S=C(NCc1ccc2[nH]c3c(c2c1)CCCC3)Nc1ccccc1Cl	14	1
CCN(N=O)[C@@H](Cc1ccccc1)CN(N=O)[C@@H](Cc1ccccc1)CN(C)N=O	-5	5
O=S1(=O)CCN2C(Cc3ccc(SC(F)F)cc3)=CSC2=N1	-4	4
CCN(CC(=O)Nc1ccc(NC(C)=O)cc1)C(=O)CCCc1nc2ccccc2s1	-28	-2
CCC(=O)Nc1cccc(C(=O)c2ccc(C)c(C)c2)c1	-3	1
CC(C)S(=O)(=O)C/C(N)=N/OC(=O)c1cc(Cl)cc(Cl)c1	-8	1
CC(C)[C@H]1COCCS(=O)(=O)N1Cc1ccccc1-c1cccc(Cl)c1	-6	4
CC(=O)c1c(Nc2ccc3c(c2)OCCO3)oc(C)cc1=O	-17	4
CCN(C(=S)NC(=O)C1CC1)c1ccccc1	-6	6
CC1CCCC(C)N1C(=O)COC(=O)c1ccc(Br)o1 (stereo not drawn)	-1	4

Part of the list above in order of formula weight, highest first.
SMILES	H9c2 TAG inh	H9c2 TAG inh DAPI viability
CC(C)[C@H]1COCCS(=O)(=O)N1Cc1ccccc1-c1cccc(Cl)c1	-6	4
CC(C)S(=O)(=O)C/C(N)=N/OC(=O)c1cc(Cl)cc(Cl)c1	-8	1
CC(=O)c1c(Nc2ccc3c(c2)OCCO3)oc(C)cc1=O	-17	4
CSC1=C(C#N)C(c2ccccc2C)C(C#N)=C(N)N1 (stereo not drawn)	55*	-24*
CCC(=O)Nc1cccc(C(=O)c2ccc(C)c(C)c2)c1	-3	1

The list continues:
SMILES	H9c2 TAG inh	H9c2 TAG inh DAPI viability
CCN(CC)C(=O)Cn1c(=O)n(-c2ccccc2)c(=O)c2c3c(sc21)CCC3	-15	9
Cc1ccc(N2CC(NS(=O)(=O)c3cccnc3)CC2=O)cc1 (stereo not drawn)	7	3
S=C1NCN(CCc2ccccc2)CN1	8	0
Cc1nc(NC(=O)c2c(-c3ccccc3)noc2C)sc1C(=O)N(C)C	-7	-2
Cc1cccc(/C=N/n2c(C)cc(C)c(C#N)c2=O)c1	-20	-3
O=C(COC(=O)c1ccc([N+](=O)[O-])o1)Nc1ccc(N2CCOCC2)cc1	4	-9
C=CCSc1nnc(-c2cccnc2)o1	6	0
COC(=O)c1ccccc1S(=O)(=O)N1CCC(C(=O)NC2=NCCS2)CC1	-4	0
CSC[C@H]1CN(Cc2ccccc2)C(=O)[C@@H]1CC(=O)Nc1ccc(Br)cc1	4	-10
Cc1ccccc1-c1cccc([C@@H]2C[C@H]3[C@H](CON3C)CN2C(=O)CCc2ccccc2)c1	-18	-13
COc1ccc(CC(=O)OCc2cc3ccc(C)cc3[nH]c2=O)cc1	4	2
O=C1CC(c2cccs2)CC2=C1C(c1ccccc1)n1ncnc1N2 (stereo not drawn)	-9	-7
CCOC(=O)C[n+]1c(C)sc2ccc(OC)cc21	-4	6
Cc1noc(/C=C/Nc2ccc(F)cc2F)c1[N+](=O)[O-]	11	-3
Cc1ccc(OCC(=O)N(C)CC(=O)Nc2ccc(N3CCOCC3)cc2)cc1	5	-2
O=C(CSc1ncn[nH]1)Nc1cc(S(=O)(=O)N2CCCC2)ccc1Cl	7	-4
CCCCOc1ccc(C(=O)NNC(=O)C2C3C=CC(C3)C2C(=O)O)cc1 (stereo not drawn)	13	4
N#Cc1c(-c2ccco2)cc(-c2ccccn2)nc1N	10	8
CC(C)NC(=O)N1CCN(c2ccncc2S(=O)(=O)N2CCOCC2)CC1	1	4
Cc1nc(-c2ccc(S(=O)(=O)Oc3ccc(Cl)cc3Cl)s2)cs1	1	-9
C=CCSc1nnc(NC(=O)CCN2C(=O)C3CC=CCC3C2=O)s1 (stereo not drawn)	-35	9
CCO[C@H]1OC(C(=O)NC2CC2)=C[C@@H](c2csc3ccccc23)[C@@H]1CCCO	11	7
c1ccc(CSc2nnc3ccc(-c4ccncc4)nn23)nc1	-3	12
CN(C(=O)COC(=O)/C=C/c1ccc(F)cc1)c1c(N)n(Cc2ccccc2)c(=O)[nH]c1=O	8	7
O=C(c1ccc2nc(-c3ccccc3)c(-c3ccccc3)nc2c1)N1CCCCC1	9	7
New compounds follow.
SMILES	H9c2 TAG inh	H9c2 TAG inh DAPI viability
Cc1ccccc1NC(=O)C1(C)Cc2ccccc2C(=O)O1 (stereo not drawn)	-19	-4
COc1cc(C(C)=O)ccc1OCC(O)CN1CCN(c2ccc(C)c(C)c2)CC1 (stereo not drawn)	-14	-2
O=C(CC(Nc1ccccc1)c1ccccc1)C1CC1 (stereo not drawn)	2	-1
CN(CC(=O)Nc1cccc(F)c1)C(=O)c1ccc(OCC2CCCO2)cc1 (stereo not drawn)	0	3
O=C(Nc1ccc(S(=O)(=O)N2CCCC2)cc1)Nc1ccc(F)cc1F	-43	5
CCc1nc2n[nH]c(N)c2c2c1CSC(C)(C)C2	-5	-11
Cc1c(C(=O)OCc2ccccc2)[nH]c2c1C(=O)CC(c1ccco1)C2 (stereo not drawn)	8	-29
O=[N+]([O-])CC1(n2nc3ccccc3n2)CCCCC1	-9	2
CN(C)Cc1c(O)ccc2cc(-c3nc4ccccc4n3C)c(=O)oc12	8	25
Cc1cccc(COCC(Cc2ccccc2)N2CCN(C(=O)c3cccc(Cl)c3)CCC2=O)c1 (stereo not drawn)	2	-2
O=C(COC(=O)c1cccc(S(=O)(=O)N2CCCC2)c1)c1ccc(F)cc1	-26	0
CCCN(CC(=O)Nc1ccccc1C)C(=O)Cc1c(C)nc2ccccc2c1C	0	-2
Cn1c(=O)c2[nH]c(NN=Cc3ccc(Br)cc3)nc2n(C)c1=O	21	-5
COc1cc(NC(=O)c2ccccc2)c(OC)cc1NC(C)=O	-5	17
C[C@H](CO)N1C[C@H](C)[C@@H](CN(C)Cc2ccncc2)Oc2ccc(NC(=O)Cn3cnnn3)cc2C1=O	1	-7
N#CCSc1ccccc1NC(=O)CN1C(=O)NC(CCc2ccccc2)C1=O (stereo not drawn)	10	-4
COCCNC(=S)N1CCN(C)CC1	2	1
COc1cccc(-c2cnc(C(O)c3ccc(F)cc3C)[nH]2)c1 (stereo not drawn)	-2	6
CCOc1cc(NC(=O)Nc2ccccc2)c(OCC)cc1NC(=O)CC	9	-11
C[C@H](CO)N1C[C@H](C)[C@@H](CN(C)C(=O)CCC(F)(F)F)OCc2cnnn2CCCC1=O	-3	1
O=C(COC(=O)c1ccc(NS(=O)(=O)c2cccs2)cc1O)NC1CCCCC1	6	-4
CCOc1ccc(N2C(=O)CC(N(Cc3ccco3)C(C)=O)C2=O)cc1 (stereo not drawn)	-2	-5
O=C1CC(c2cccc(Cl)c2)C(n2cncn2)C(=O)C1C1NCCc2ccccc21 (stereo not drawn)	-11	1
Cc1nc2c(C)cccn2c1/C(O)=C1\C(=O)C(=O)N(CCN(C)C)C1c1cccs1 (stereo not drawn)	0	1
Cc1cc(C)cc(NC(=O)C(=O)NCC2CCCN2S(=O)(=O)c2cccs2)c1 (stereo not drawn)	7	-15

A run of entries taken from the entries so far, for reference:
SMILES	H9c2 TAG inh	H9c2 TAG inh DAPI viability
O=C(COC(=O)c1ccc(NS(=O)(=O)c2cccs2)cc1O)NC1CCCCC1	6	-4
CCOc1ccc(N2C(=O)CC(N(Cc3ccco3)C(C)=O)C2=O)cc1 (stereo not drawn)	-2	-5
O=C1CC(c2cccc(Cl)c2)C(n2cncn2)C(=O)C1C1NCCc2ccccc21 (stereo not drawn)	-11	1
Cc1nc2c(C)cccn2c1/C(O)=C1\C(=O)C(=O)N(CCN(C)C)C1c1cccs1 (stereo not drawn)	0	1
Cc1cc(C)cc(NC(=O)C(=O)NCC2CCCN2S(=O)(=O)c2cccs2)c1 (stereo not drawn)	7	-15

The listing continues:
SMILES	H9c2 TAG inh	H9c2 TAG inh DAPI viability
Cc1cccc(NC(=O)c2c(C)nn(-c3ccccc3)c2Cl)c1	-6	-3
C/C=C/c1cnc2c(c1)C(=O)N([C@H](C)CO)C[C@H](C)[C@@H](CN(C)C(=O)CN1CCOCC1)O2	-8	5
S=C(Nc1ccc2nc(-c3ccccn3)c(-c3ccccn3)nc2c1)N1CCCCCC1	6	6
CCn1nc(C)c(CNCc2cn[nH]c2-c2cc3ccccc3o2)c1C	-3	4
CCOC(=O)NCc1ccc(S(=O)(=O)Nc2ccc(C)cc2)cc1	-5	3
CC(=O)N/N=C/C1=CCC2CC1C2(C)C (stereo not drawn)	10	-2
O=C(Nc1ccc(F)cc1)C1CC(=O)N(Cc2ccco2)C1 (stereo not drawn)	15	2
COc1ccc(Cl)cc1C(=O)NNC(=O)c1cccc([N+](=O)[O-])c1	5	7
C[C@H](CO)N1C[C@H](C)[C@@H](CN(C)Cc2ccc(C(=O)O)cc2)Oc2ccc(NS(C)(=O)=O)cc2C1=O	14	-5
BrC(=C\c1ccccc1)/C=N/N1CCN(c2ccccn2)CC1	-26	5
COc1ccc(C(=O)Nc2ccccc2C(=O)NC2CC2)c(OC)c1OC	-2	0
N#C/C(=C/c1ccc(F)cc1)C(N)=S	-11	16
CCOc1ccc(-n2ccnc2SCC(=O)N2CCCc3ccccc32)cc1	13	-4
O=C(COC(=O)c1cccc(F)c1)Nc1cccnc1Cl	1	-3
COc1ccc(CCNCC(=O)Nc2ccc(C)c(S(=O)(=O)N(C)C)c2)cc1OC	-2	-3
O=C(COC(=O)c1cccnc1Cl)c1ccc2c(c1)OCCO2	-5	-6
O=[N+]([O-])c1cnc2ccccn12	-6	36
COc1ccc(CSCC(=O)N/N=C/c2ccccc2O)cc1	6	-25
CC(C)c1ccc(NC(=O)c2ccc3snnc3c2)cc1	-13	-1
COc1ccc(C(=O)NCC(=O)OCc2nc(N)nc(Nc3ccccc3C)n2)cc1	-1	-8
COC(=O)c1c(NC(=O)/C=C/C(=O)O)sc(C)c1-c1ccc(C)cc1	-1	3
COCCCNc1nc2c(c(=O)n(C)c(=O)n2C)n1Cc1cccc(OC)c1	-22	13
CC(=O)Nc1c2c3c(cccc3n(C)c1=O)C(=O)c1ccccc1-2	10	6
OC1CCCN(Cc2cccc3ccccc23)C1 (stereo not drawn)	1	5
C#CCOCCOCCOCCNc1nc(N2CCOCC2)nc(N2CCN(C(=O)[C@H]([C@@H](C)O)n3cc(CCCCN)nn3)CC2)n1	-12	4
(cont.)
SMILES	H9c2 TAG inh	H9c2 TAG inh DAPI viability
COc1ccc(C=CC(=O)c2ccc(OC)c(OC)c2O)cc1OC	11	-7
CC(CN1CCCCC1)OC(=O)c1ccc2c(c1)OCO2 (stereo not drawn)	11	-3
CC(c1ccccc1)n1cc(C(=O)NCc2ccccn2)nn1 (stereo not drawn)	2	16
Cc1ccc2nc(NCc3ccccc3)c(C=NCc3cccnc3)c(=O)n2c1	14	-2
CS(=O)(=O)N1CCN(C(=O)c2ccncc2)CC1	-4	18
CCCCn1c(N)c(N(CCOC)C(=O)CCNC(=O)c2ccccc2Cl)c(=O)[nH]c1=O	-2	7
Cn1ccnc1CN1CCN(C(=O)c2cc(COc3ccc(F)c(F)c3)on2)CC1	11	-5
C#CCOCCOCCOCCNc1nc(N2CCN(C(=O)[C@H](CCC(=O)O)n3cc([C@@H](N)CO)nn3)CC2)nc(N2CCN(C(=O)[C@H](CCC(=O)O)n3cc([C@@H](N)CCSC)nn3)CC2)n1	3	-1
Cc1cccc(OC(C)C(=O)Nc2ccccc2C(=O)N2CCCCC2)c1 (stereo not drawn)	-5	0
CC(C)(C)NC(=O)/C=C/c1ccc(C(F)(F)F)cc1	23	-8
CC(=O)OCP(C)(=O)COC(C)=O	-15	10
CC(C)(C)c1ccc(C(=O)N2CCC(C(=O)NCc3ccncc3)CC2)cc1	-10	2
CCOC(=O)N1CCN(c2nc3ccccc3n3cnnc23)CC1	21	-4
CCCCOc1ccc(NC2=NC3(CCCC3)N=C(N)N2)cc1	-26	11
CCN1CCN(C(=O)/C=C/c2ccc(OC)c(OC)c2)CC1	2	-3
Cc1ccc(S(=O)(=O)N(C)C[C@H]2OCc3cnnn3CCCC(=O)N([C@H](C)CO)C[C@H]2C)cc1	1	4
CCOC(=O)/C(=N\Nc1ccccc1)P(=O)(c1ccccc1)c1ccccc1	9	-2
Cc1ccc(Nc2nnc(SCc3ccccc3)s2)cc1	-93	-8
Cc1ccc2cc(CCNC(=O)c3cccs3)c(=O)[nH]c2c1	-8	2

The list is partial; the hit share may differ from the screen's.
